Source: PubChem BioAssay
MOR-DOR inv ag: inverse agonists of human mu-delta opioid receptor heterodimerization; AID 504357; cell-based MOR-DOR heterodimer luminescence, inverse agonism; P35372+P41143; 340,000 tested, 0.21% active; inhibition, % at 9.3 µM; in the data active = inhibition above about 22%, passing the limit was not always enough;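 also: 0% = cells with DMSO and 100% = wells without cells with DMSO; values of inactives mirror those of a sister screen read the other way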
PKA-R2B act: activates the human PKA-R2B holoenzyme complex. P22694+P31323. PKA-R2B holoenzyme dissociation, Cy5-IP20 fluorescence polarization; R2B truncated from residue 108, S112A mutant; 0% DMSO only, 100% 113 µM cGMP. activation, % at 11.4 µM. 340,000 tested, 0.079% active;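 active = activation above a cutoff set at the mean over all compounds plus 3 SD, cut at about 18% in these data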;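 also: higher means more holoenzyme dissociation and a rise in polarization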
OPRM1-OPRD1 ag: agonists of human mu-delta opioid receptor heterodimerization; 340,000 tested, 0.3% active; AID 504326; cells, OPRM1-OPRD1 heterodimerization, luminescence; P35372+P41143; activation, % at 9.3 µM; in the data active = activation above about 18%;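 also: 0% = vehicle-treated cells and 100% = reference agonist; values of inactives mirror those of a sister screen read the other way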
DSG3 Ab inh: blocks pemphigus antibody binding to human desmoglein-3 | DSG3-coupled beads, scFv-anti-DSG3-GFP binding, flow cytometry; stronger effect = lower value | P32926 | 310,000 tested, 0.48% active | binding (percent of control), % at 10 µM;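 active = binding more than 3 SD below its plate's average and above zero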;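 also: hits lower antibody fragment binding to DSG3; some compounds called inactive have numbers as strong as hits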
Target sequence (P32926 whole entry, looked up, the tested form may be a part): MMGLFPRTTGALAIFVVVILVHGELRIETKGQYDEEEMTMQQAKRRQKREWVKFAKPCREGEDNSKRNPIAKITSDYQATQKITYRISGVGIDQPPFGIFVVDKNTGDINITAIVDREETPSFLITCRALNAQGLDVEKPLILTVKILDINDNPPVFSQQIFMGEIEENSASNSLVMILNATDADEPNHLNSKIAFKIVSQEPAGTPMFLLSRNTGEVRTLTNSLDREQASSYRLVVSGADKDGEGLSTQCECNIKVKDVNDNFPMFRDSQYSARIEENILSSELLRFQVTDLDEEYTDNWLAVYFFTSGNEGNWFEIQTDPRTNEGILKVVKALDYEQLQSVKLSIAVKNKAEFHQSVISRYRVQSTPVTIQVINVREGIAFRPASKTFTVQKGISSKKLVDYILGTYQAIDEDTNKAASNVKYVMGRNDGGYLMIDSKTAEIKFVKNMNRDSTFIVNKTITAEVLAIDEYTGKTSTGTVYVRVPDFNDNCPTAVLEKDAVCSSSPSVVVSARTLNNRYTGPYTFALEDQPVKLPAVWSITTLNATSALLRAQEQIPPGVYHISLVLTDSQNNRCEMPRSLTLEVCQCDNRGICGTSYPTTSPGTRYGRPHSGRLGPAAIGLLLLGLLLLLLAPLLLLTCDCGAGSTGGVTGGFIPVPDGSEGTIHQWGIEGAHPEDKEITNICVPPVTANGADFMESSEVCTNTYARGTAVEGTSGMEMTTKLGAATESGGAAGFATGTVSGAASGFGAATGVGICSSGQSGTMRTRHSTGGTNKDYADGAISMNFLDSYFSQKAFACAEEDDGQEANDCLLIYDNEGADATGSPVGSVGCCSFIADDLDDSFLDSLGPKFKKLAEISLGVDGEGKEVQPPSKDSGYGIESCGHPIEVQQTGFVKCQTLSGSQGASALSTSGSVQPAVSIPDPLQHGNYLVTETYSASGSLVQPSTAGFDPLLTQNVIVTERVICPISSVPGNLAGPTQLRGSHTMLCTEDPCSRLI
DAGLB inh: diacylglycerol lipase beta (human) inhibition; 340,000 tested, 0.059% active; Q8NCG7; AID 504411; inhibition, % at 5.17 µM; HEK293T DAGLB membrane lysate, EnzChek fluorogenic substrate; in the data active = inhibition above about 34%;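 also: 0% = enzyme with vehicle and 100% = wells lacking enzyme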
PKA-R1A activ: PKA-R1A complex activation; P00514+P68181; PKA-R1A dissociation, Cy5-IP20 fluorescence polarization; scaled: DMSO 0%, 113 µM cGMP 100%; activation, % at 11.4 µM; 340,000 tested, 0.083% active; AID 504707;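 active = percent activation above the mean of all tested compounds plus 3 SD, cut at about 19% in these data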;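 also: higher means more PKAc released from R1A so a rise in polarization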
V-ATPase pH: yeast V-ATPase proton transport regulation by pHLuorin. 350,000 tested, 0.37% active. S. cerevisiae, pHLuorin cytosolic pH fluorescence. response, % at 10 µM. AID 504577; in the data active = response mostly above about 7.3%, no sharp cut-off; inactive = mostly below about 5.4%; also: actives read high; inactives centre near 0; some compounds called inactive have numbers as strong as hits; reference of the scale not given here
Arrestin-AP2 inh: inhibitors of human beta-arrestin and AP2 interaction; FITC-arrestin peptide / GST-AP2 beads, flow cytometry; AP2 beta2 appendage carries R879A mutation; inhibition, % at 10 µM; 340,000 tested, 0.31% active;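 active = inhibition above a set limit, near 3 SD of compounds lacking own fluorescence, cut at about 54% in these data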;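 also: plate controls were DMSO wells for no effect and 5 µM unlabelled arrestin peptide for full effect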
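system = GST-tagged AP2 beta2-adaptin appendage (R879A) on 4 µm glutathione beads | reagent = FITC-labelled arrestin peptide probe, 50 nM final | schedule = compound with beads 12 min RT, then probe 1 h RT | signal = HyperCyt-sampled flow cytometry, FL1 channel, ex 488/em 535 nm | read-out = percent response from loss of bead-bound FITC fluorescence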
HTR5A inv ctr: counter-screen for OPRM1-OPRD1 inverse agonists: human HTR5A inverse agonism; HTR5A cell line, luminescence; inhibition, % at 9.3 µM; 340,000 tested, 0.083% active; AID 504634; in the data active = inhibition mostly above about 23%, no sharp cut-off; inactive = mostly below about 18%;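 also: 0% = cells with DMSO and 100% = no-cell wells with DMSO; some compounds called inactive have numbers as strong as hits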
HTR5A ag: HTR5A agonism, opioid heterodimer counter-screen; HTR5A agonist assay, luminescence, cell-based; AID 504692; activation, % at 9.3 µM; 340,000 tested, 0.61% active; P47898; in the data active = activation mostly above about 9.5%, no sharp cut-off; inactive = mostly below about 7.6%;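 also: 0% = cells with vehicle only and 100% = reference agonist; strong numbers were not always called active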
An asterisk follows results filed as active; . = not tested or not shown.

no.	compound	DAGLB inh	OPRM1-OPRD1 ag	PKA-R2B act	V-ATPase pH	Arrestin-AP2 inh	HTR5A ag	DSG3 Ab inh	HTR5A inv ctr	MOR-DOR inv ag	PKA-R1A activ
1	O=C(NCCc1c[nH]c2ccccc12)Nc1ccccc1	-5	-0.8	-6	2	24	2	103	-10	5	1
2	Cc1cc(-c2nnc3n2N=C(c2ccc(F)cc2)CS3)n[nH]1	1	-2.5	-8	-1	1	0	.	0	13	-3
3	Cc1ccc(-c2noc(C3CCCN(C(=O)c4ccc(C(C)(C)C)cc4)C3)n2)o1 (stereo not drawn)	-3	3.5	-6	2	9	2	.	-4	-19	9
4	CCOC(=O)c1cc(C)sc1NC(=O)CSC1=NCCS1	-13	-0.3	-2	-4	12	-3	98	-10	2	1
5	Cc1cccc(OCC(=O)Nc2ccccc2N2CCCCC2)c1C	-10	5.5	-18	8.8*	-3	0	98	-1	-30	-2
6	COc1ccc(OCc2ccc(C(=O)N3CCOCC3)cc2)cc1	2	-0.2	-6	3	52	1	123	-21	1	-1
7	COc1ccccc1NC1=C(Cl)C(=O)N(C2CCCCC2)C1=O	-3	2.6	-5	-7	3	1	125	-14	-15	-4
8	O=C(N=NC(=O)c1ccco1)c1ccc2c(O)n(N3C(=O)c4ccccc4C3=O)c(O)c2c1	3	-0.5	9	-4	16	1	.	9	3	6
9	Cc1cc(NC(=O)CSc2nnc(-c3c[nH]c4ccccc34)n2-c2ccc(F)cc2)no1	2	13	5	0	0	10	14*	-31	-78	-3
10	O=C(CNS(=O)(=O)c1ccc2ccccc2c1)OCC(=O)c1ccc(Br)s1	-5	-0.7	9	5	-2	-2	97	4	4	-1
11	COC(=O)c1ccc(N2CCS(=O)(=O)CC2)cc1	1	-2.7	0	-1	16	-5	98	-56	15	5
12	COc1ccc(C(=O)Cn2c(=O)oc3ccc(C)cc32)cc1	-1	-2.8	-13	3	-9	0	88	1	13	-6
13	CSc1ccccc1NC(=O)c1ccncc1	0	2.5	2	-1	8	2	104	-8	-13	4
14	O=S(=O)(c1ccc2ncn(O)c2c1)N1CCOCC1	0	-2.3	-1	0	4	2	104	-5	12	-1
15	CCn1c(C)c(P(=O)(N2CCOCC2)N2CCOCC2)c2ccccc21	0	0.4	11	-2	-5	-2	99	6	-2	0
16	Cc1nnc(NC(=O)CCNC(=O)c2ccccc2Cl)s1	1	3.3	-1	-1	5	0	103	1	-17	3
17	O=C(Cn1[nH]c(=O)c2ccccc2c1=O)OCC(=O)c1ccccc1	2	-3.2	6	2	13	13	.	-33	13	-4
18	CSCC[C@H](NC(=O)NCCc1ccc(F)cc1)C(=O)O	-1	-1.1	-4	-1	-18	0	105	-13	6	-11
19	CCOC(=O)C1CCCN(CC(=O)NC2CC2)C1 (stereo not drawn)	-4	3.1	-6	-6	13	5	95	-14	-18	-3
20	Cc1nnc(SCC(=O)N2c3ccccc3C(C)(c3ccc(Cl)cc3)CC2(C)C)s1 (stereo not drawn)	-7	3.6	-18	1	-1	-3	101	-1	-19	5
21	O=C1c2ccccc2C(=Cc2cccnc2)c2ccccc21	2	.	3	-4	.	.	106	.	.	7
22	COc1ccc(C2C3=C(CC(C)(C)CC3=O)N(CCN3CCOCC3)C3=C2C(=O)CC(C)(C)C3)cc1	0	-2.0	5	5	2	5	88	16	11	-8
23	COc1ccc(NC(=O)NC[C@@H]2CC[C@@H](Cc3ccc(-c4ccccc4)cc3)O2)cc1	-6	1.3	-5	-2	-14	1	104	-4	-6	-4
24	CCOC(=O)CSc1nc(C)c(Oc2ccc(Cl)cc2Cl)c(=O)[nH]1	5	-2.2	-3	4	-9	1	93	-22	12	-3
25	COc1cc2c(cc1OC)C1Cc3ccc(OC)c(OC)c3C[N+]1([O-])CC2 (stereo not drawn)	-2	-2.1	-6	-1	-4	-1	.	14	12	1
26	CC1=C(C(=O)OCc2ccccc2)C(/C=C/c2ccccc2)N2C(=O)CCSC2=N1 (stereo not drawn)	-6	2.2	-4	1	1	-1	99	-22	-10	-11
27	COc1ccc2c(c1OC)C(=O)N1C(C(=O)O)Cc3c([nH]c4ccccc34)C21 (stereo not drawn)	2	0.7	-6	3	0	7	.	-18	-4	0
28	CCCNS(=O)(=O)c1cc2c(cc1Br)CCN2C(=O)CC	0	-1.8	2	0	13	-1	123	4	10	5
29	O=C(OCC(=O)N1CCN(C(=O)c2ccco2)CC1)c1cncc(Br)c1	2	-2.8	-3	-6	0	-3	104	7	12	4
30	CCOc1cc(N2CCOCC2)c(OCC)cc1NC(=O)CN1C(=O)C2CC=CCC2C1=O (stereo not drawn)	0	0.6	-14	-1	52	1	.	-2	-3	-5
31	Cc1ccc(N/N=C2/CCCNC2=O)cc1	-2	-3.9	-4	-1	14	0	100	-14	16	-4
32	O=C(CCNS(=O)(=O)c1ccc(OC(F)(F)F)cc1)N1CCCC1	1	-0.5	-6	-1	-1	0	100	0	3	-6
33	CC(C)(CNC(=O)CCC1CCCC1)CNC(=O)CCC1CCCC1	-4	1.7	2	3	5	-5	107	12	-7	-12
34	COc1ccc([N+](=O)[O-])cc1NC1C2CC3CC(C2)CC1C3 (stereo not drawn)	-3	2.2	-5	1	-6	3	107	-26	-12	-14
35	Cc1ccccc1Cn1cc(NC(=O)CSc2nc3c(c(C(F)(F)F)n2)CCc2ccccc2-3)cn1	-9	2.0	-1	-3	-3	2	101	0	-11	-1
36	CC(C)NC(=O)c1nn2c(C(F)(F)F)cc(-c3ccco3)nc2c1Cl	0	-1.4	4	1	14	0	100	0	6	-2
37	COc1ccc(NC(=O)CSc2nnc(C3CC3)n2C)cc1S(=O)(=O)N1CCOCC1	-4	-1.5	-5	3	26	-6	98	14	6	5
38	O=C1CC(NCc2cccs2)C(=O)N1c1ccc(Cl)cc1 (stereo not drawn)	-4	-2.4	-12	-3	4	-5	104	11	10	-4
39	Cc1nn(-c2ccccc2Cl)c2sc(C(=O)Nc3nnc(C4CC4)s3)cc12	0	0.1	10	-2	0	-1	91	4	0	-3
40	Cc1oc(-c2ccccc2)nc1CS(=O)CC(=O)O (stereo not drawn)	-2	-1.3	-7	-2	-2	-6	99	16	7	8
41	Cc1ccc(COc2ccc(/C=N/NC(=O)CN3CCCCC3)cc2)cc1	0	2.8	-1	1	24	0	102	1	-15	6
42	COCC(C)NC(=O)/C=C/c1ccc(OC)cc1 (stereo not drawn)	1	-1.4	13	-2	0	3	91	-9	10	-8
43	Cc1cc(NC(=O)NC(=O)c2ccccc2)no1	-2	-2.3	-8	-3	20	-2	114	-4	12	-9
44	CCOC(=O)/C(C#N)=C/c1cc(C)n(-c2ccc(C)cc2)c1C	-21	-1.0	-2	-1	28	-7	105	-31	6	-3
45	CCOc1ccc(S(=O)(=O)NNC(=O)c2cc3ccccc3o2)cc1	3	1.8	1	-2	14	4	93	3	-9	-7
46	COc1ccc(-c2nc(NC(C)=O)sc2-c2ccccc2)cc1	0	2.4	7	4	15	0	118	0	-11	-3
47	COc1ccccc1NC(=O)C1=C(C)Nc2nnnn2C1c1ccncc1 (stereo not drawn)	0	-0.6	9	0	8	-2	.	-4	3	-5
48	CC(OC(=O)c1cccc(S(=O)(=O)N2CCOCC2)c1)C(=O)NC1CCCCC1C (stereo not drawn)	0	-3.0	-12	-1	-10	2	103	6	12	4
49	CCOC(=O)N1CCN(S(=O)(=O)c2ccc(OCC)cc2)CC1	-1	-0.3	-2	2	10	5	98	-5	2	-4
50	O=C(Nc1ccc(F)cc1)Nc1cc(OCC(F)(F)F)cc(OCC(F)(F)F)c1	-9	4.7	-3	9	2	0	.	6	-24	-2

New compounds follow
no.	compound	DAGLB inh	OPRM1-OPRD1 ag	PKA-R2B act	V-ATPase pH	Arrestin-AP2 inh	HTR5A ag	DSG3 Ab inh	HTR5A inv ctr	MOR-DOR inv ag	PKA-R1A activ
51	CCN(CC(=O)NCc1cccs1)C(=O)c1cccc(S(=O)(=O)N2CC(C)OC(C)C2)c1 (stereo not drawn)	0	0.0	-6	.	-6	2	106	-6	0	4
52	O=C1CC2(CCN(C(=O)c3cccc([N+](=O)[O-])c3)CC2)Oc2ccccc21	4	-1.6	-4	-2	13	1	105	-2	11	-16
53	CCOC(=O)CN(C(=O)CSc1nnc2c(n1)[nH]c1ccccc12)c1ccccc1	-1	-0.2	-2	0	4	5	.	-13	1	-1
54	C=CCOc1c(Br)cc(/C=N\n2nnnc2N)cc1OC	-2	0.9	-7	-2	40	-3	101	-14	-4	6
55	COc1ccc(-n2c(C)nc3c(cnn3-c3ccc(C)cc3)c2=O)cc1	-3	-0.4	-1	3	43	4	103	-10	2	-5
56	COc1cc(N=Cc2c(CO)cnc(C)c2O)cc(OC)c1OC	1	-3.2	2	3	-6	-3	94	-12	16	-3
57	COc1ccccc1NC(=O)C1=C(C)Nc2ncnn2C1c1ccc(C)o1 (stereo not drawn)	-2	-2.8	-3	1	-6	3	98	-7	14	8
58	CCCCCCC(=O)Nc1nnc(CC)s1	2	-1.1	-1	3	-4	2	.	11	7	-2
59	CCCN(CCC)C(=O)C[n+]1cccc(/C=N/O)c1	1	-0.4	-7	4	-6	7	99	-11	3	-6
60	COc1ccc(-c2csc(NC(=O)c3c(C)noc3C)n2)cc1	2	-0.1	-3	12	-19	4	101	-13	1	7
61	Cc1cc(/C=N\NC(=O)c2cccs2)c(C)n1-c1ccc2ncccc2c1	4	-1.2	0	1	22	5	112	-15	7	9
62	Cc1cc(C)c(NC(=O)C2CCCN(S(=O)(=O)c3c(C)noc3/C=C/N(C)C)C2)c(C)c1 (stereo not drawn)	2	-1.9	-1	-1	11	0	99	-13	10	-3
63	CCCc1nc(SCC(=O)NC2CCCC2)c2ccccc2n1	-3	0.7	-1	-2	-3	-4	.	3	-6	-7
64	O=C(CCNC(=O)N1CC(=O)Nc2ccccc21)NCc1ccc(Cl)cc1	1	.	-8	0	.	.	110	.	.	3
65	CCOc1ccc(NC(=O)CN(C)C(=O)c2ccc(N3CCCC3)c([N+](=O)[O-])c2)cc1OCC	0	0.0	-3	0	0	3	97	-7	0	13
66	COc1ccc(F)cc1C(=O)C1CCCN(Cc2ccc(Sc3nncn3C)o2)C1 (stereo not drawn)	-1	3.6	-8	0	-2	1	144	6	-26	3
67	Cc1nonc1C(=O)N/N=C/c1ccc(O)cc1	-2	-2.1	0	6	-6	4	115	6	11	-3
68	O=C(NCc1ccccc1)c1nc(-c2cccs2)no1	-3	-1.9	-12	-2	6	2	88	12	9	-8
69	COc1cc(/C=C2\N=C(c3ccccc3)OC2=O)ccc1OCc1c(C)no[n+]1[O-]	1	0.5	-7	-3	21	6	78	-4	-3	2
70	O=C(O)COc1ccc(C(NC(=O)c2c(F)cccc2F)NC(=O)c2c(F)cccc2F)cc1	-3	-2.9	-2	-1	20	3	103	-9	14	8
